zfTRPN1 agonist = agonists of zebrafish TRPN1 channel. 0.18% of 220,000 active. activation, % at 3 µM. AID 1424. HEK293 zebrafish TRPN1-YFP, Fluo-8 calcium fluorescence; 100% = response to 87 µM carbachol;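 active = activation above its plate's cutoff, the mean activation of test wells on that plate plus 3 SD, cut at about 19% in these data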;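 also: 0% = DMSO alone and 100% = 87 µM carbachol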
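Material: zebrafish TRPN1-YFP in HEK293 cells; Doses: single test compound dose, 3 µM nominal, 0.3% DMSO; Timing: dye loading 1 h at 37 °C, then 30 min room temperature; Technique: intracellular calcium fluorescence with Fluo-8; Benchmarks: high carbachol 87 µM, low DMSO alone.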
PPC-1+TRAIL kill = compounds killing PPC-1 cancer cells with TRAIL present (potentiator screen, no TRAIL-free arm) | PPC-1 cells + TRAIL, ATPLite viability luminescence | cell killing (% activity), % at 4 µM | 0.41% of 220,000 active | AID 1443;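 active = cell killing above 50% in the first pass at 4 µM, then a duplicate retest at 5 µM averaging 50% or more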;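 also: plate controls were cells with TRAIL plus DMSO for no effect and medium-only wells lacking cells for full effect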
NPY1 pot ag = potentiates or activates human NPY-Y1 receptor; P25929; activation, % at 3.6 µM; NPY-Y1 expressing cells, potentiator/agonist activation; 0.37% of 220,000 active; AID 1304; in the data active = activation above about 33%, passing the limit was not always enough;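 also: cells stimulated with NPY at EC10 then isoproterenol at EC100; 0% = low agonist plus stimulus and 100% = saturating agonist plus stimulus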
Target sequence (P25929 whole entry, looked up): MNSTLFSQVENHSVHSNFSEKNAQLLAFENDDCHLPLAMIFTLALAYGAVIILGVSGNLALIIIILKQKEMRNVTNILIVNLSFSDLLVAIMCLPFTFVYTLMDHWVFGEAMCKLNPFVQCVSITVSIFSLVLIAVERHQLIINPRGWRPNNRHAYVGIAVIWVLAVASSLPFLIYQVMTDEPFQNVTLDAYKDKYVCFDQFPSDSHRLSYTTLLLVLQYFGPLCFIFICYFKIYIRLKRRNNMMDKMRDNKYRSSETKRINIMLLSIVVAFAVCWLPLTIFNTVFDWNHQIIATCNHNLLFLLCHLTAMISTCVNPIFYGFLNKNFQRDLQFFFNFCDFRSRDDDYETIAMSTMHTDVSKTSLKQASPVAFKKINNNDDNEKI
TRPML3 agonist = activates the human TRPML3 channel | HEK293 TRPML3-YFP, Fluo-8 calcium fluorescence; 100% = the carbachol control signal | 0.29% of 220,000 active | Q8TDD5 | activation, % at 3 µM | AID 1448;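 active = activation above its plate's cutoff, the mean activation of the plate's test wells plus 3 SD, cut at about 12% in these data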;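 also: 0% = DMSO only wells and 100% = carbachol wells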
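Test system – HEK293 line with stable expression of human TRPML3-YFP channel · Control set – carbachol 87 µM final as high control (100%), DMSO as low control (0%) · Signal – Fluo-8 calcium dye fluorescence, ex 470-495, em 515-575 nm · Incubation – 1-h 37 °C dye load, 5-s basal, 120-s post-compound reads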
NPY-Y1 antag = blocks the human neuropeptide Y Y1 receptor | P25929 | HEK293-CNG Y1 cells, membrane potential fluorescence; NPY at EC95, then isoproterenol | inhibition, % at 3.6 µM | 1% of 200,000 active | AID 1040;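 active = inhibition above the campaign mean inhibition of all tested compounds plus 3 SD, cut at about 20% in these data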;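 also: 0% = DMSO wells given NPY plus isoproterenol and 100% = isoproterenol alone without NPY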
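material = HEK293 cells with Y1 receptor plus CNG channel | also added = NPY 25 nM then isoproterenol 1 µM plus Ro 20-1724 25 µM | schedule = dye 3 h, compound 60 min room temperature, stimulation 45 min | measured by = membrane potential fluorescence | benchmarks = high control isoproterenol alone, low control NPY with isoproterenol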
14-3-3 Bad inh = disrupts binding of bovine 14-3-3 zeta to phospho-Bad peptide. TR-FRET 14-3-3zeta/Dy647-pBad peptide displacement, 1 h. inhibition, % at 21.7 µM. 0.71% of 220,000 active. AID 781;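 active = inhibition above about 70%, limit read from the data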;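 also: 0% = full 14-3-3 plus peptide FRET controls and 100% = background without 14-3-3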
Target sequence (P63103 whole entry, looked up): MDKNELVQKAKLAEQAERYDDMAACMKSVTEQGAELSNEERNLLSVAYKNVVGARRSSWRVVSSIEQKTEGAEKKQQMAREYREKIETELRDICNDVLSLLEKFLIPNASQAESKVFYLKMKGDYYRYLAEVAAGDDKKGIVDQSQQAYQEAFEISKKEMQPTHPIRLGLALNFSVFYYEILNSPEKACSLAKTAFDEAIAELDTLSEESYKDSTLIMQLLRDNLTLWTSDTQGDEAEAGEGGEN
EP2 modulator = modulates human prostaglandin E2 receptor EP2 signaling; P43116; EP2-expressing cells, cAMP HTRF FRET, PGE2 co-stimulation; induction, % at 25 µM; AID 940; 0.83% of 260,000 active;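 active = compounds whose cAMP rise, as percent of the full-agonist control response, exceeds 60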;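 also: rat C6 glioma line stably carrying human EP2 under a CMV promoter; the protocol text gives 20 µM as final concentration; 100% = response of wells given 1 µM PGE2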
Target sequence (P43116 whole entry, looked up): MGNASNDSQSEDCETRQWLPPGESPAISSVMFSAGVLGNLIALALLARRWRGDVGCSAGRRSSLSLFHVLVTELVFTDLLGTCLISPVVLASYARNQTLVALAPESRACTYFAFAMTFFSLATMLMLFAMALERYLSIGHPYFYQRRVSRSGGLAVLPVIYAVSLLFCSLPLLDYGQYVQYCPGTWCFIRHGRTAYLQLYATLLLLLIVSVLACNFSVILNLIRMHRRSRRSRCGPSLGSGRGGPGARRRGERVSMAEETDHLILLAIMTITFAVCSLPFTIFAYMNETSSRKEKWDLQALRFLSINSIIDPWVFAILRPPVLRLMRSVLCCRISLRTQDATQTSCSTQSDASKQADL
CHOP inhibitor = inhibitors of CHOP induction in ER stress response. 3.8% of 220,000 active. inhibition, % at 10 µM. CHO-K1 CHOP-promoter luciferase, tunicamycin-induced, 15-18 h;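 active = compounds that reduced the stress-induced luciferase reporter signal by more than about 70% of percent inhibition, limit read from the data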;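 also: 0% = tunicamycin plus vehicle and 100% = wells without tunicamycin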
PGE2 EP2 inh = EP2 receptor (human) inhibition; C6 glioma cells expressing human EP2, cAMP TR-FRET; cells stimulated with saturating PGE2; inhibition, % at 25 µM; P43116; 0.52% of 260,000 active;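 active = percent inhibition above 40 after rounding to a whole number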;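 also: rat C6 glioma host cells with rolipram phosphodiesterase inhibitor present; the protocol text gives 20 µM as final concentration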
An asterisk follows results filed as active; [ ] = dose if it differs, or a comment.

For CC1(C)OC(=O)C(=CNCC(O)c2ccccc2)C(=O)O1 (configuration not stated) the results were zfTRPN1 agonist 0.9, PPC-1+TRAIL kill 7, NPY1 pot ag 4, TRPML3 agonist 0.3, NPY-Y1 antag 3, 14-3-3 Bad inh -6, EP2 modulator 0, CHOP inhibitor -21 and PGE2 EP2 inh 7.
Screening O=C(Nc1c(C(=O)Nc2cccc(F)c2)oc2ccccc12)c1ccc2c(c1)OCO2 returned zfTRPN1 agonist 2.0, PPC-1+TRAIL kill 19, NPY1 pot ag -3, TRPML3 agonist 1.0, NPY-Y1 antag 0, 14-3-3 Bad inh 28[fluorescence artefact?], EP2 modulator 58, CHOP inhibitor 19 and PGE2 EP2 inh 6.
CCCCS(=O)(=O)NC1=NCN(CC)CN1 was read as zfTRPN1 agonist 0.6, PPC-1+TRAIL kill 10, NPY1 pot ag 20, TRPML3 agonist 0.3, NPY-Y1 antag 0, 14-3-3 Bad inh -5, EP2 modulator 8, CHOP inhibitor 48 and PGE2 EP2 inh -2.
CCOC(=O)C(C)Oc1cc(Cl)c(C=O)cc1OC (configuration not stated) was read as zfTRPN1 agonist -1.0, PPC-1+TRAIL kill -2, NPY1 pot ag -1, TRPML3 agonist 0.5, NPY-Y1 antag -6, 14-3-3 Bad inh -7, EP2 modulator 40, CHOP inhibitor 2 and PGE2 EP2 inh 5.
CC(=O)Nc1sc2c(c1C(c1cccc(Cl)c1)N1CCN(CCO)CC1)CCCC2 (configuration not stated) was read as zfTRPN1 agonist 3.5, PPC-1+TRAIL kill 1, NPY1 pot ag 28, TRPML3 agonist 2.6, NPY-Y1 antag -1, 14-3-3 Bad inh -14, EP2 modulator -15, CHOP inhibitor 38 and PGE2 EP2 inh 9.
Screening Cc1ccccc1C(=O)c1cccn1CC(=O)NCCCN1CCc2ccccc2C1 returned zfTRPN1 agonist -0.8, PPC-1+TRAIL kill 31, NPY1 pot ag -22, TRPML3 agonist 0.7, NPY-Y1 antag 6, 14-3-3 Bad inh -9, EP2 modulator -29, CHOP inhibitor 19 and PGE2 EP2 inh 7.
Cn1c(NC(=O)C[n+]2cc(-c3ccc(Cl)c(Cl)c3)n3c2CCC3)cc(=O)n(C)c1=O was read as zfTRPN1 agonist -0.1, PPC-1+TRAIL kill 17, NPY1 pot ag 7, TRPML3 agonist 0.3, NPY-Y1 antag -2, 14-3-3 Bad inh -15, EP2 modulator 2, CHOP inhibitor 3 and PGE2 EP2 inh 5.
`Cc1ccc(NC(=O)C2CC(=O)N(Cc3ccco3)C2)cc1` (configuration not stated) gave zfTRPN1 agonist 1.3, PPC-1+TRAIL kill 8, NPY1 pot ag 12, TRPML3 agonist 0.1, 14-3-3 Bad inh -3, EP2 modulator 16, CHOP inhibitor 10 and PGE2 EP2 inh 14.
For NC(N)=N/N=C/c1ccc(OCc2ccc(Cl)cc2Cl)cc1 the results were zfTRPN1 agonist 0.6, PPC-1+TRAIL kill 25, NPY1 pot ag -37, TRPML3 agonist 0.0, NPY-Y1 antag 22*, 14-3-3 Bad inh 98*[fluorescence artefact?], EP2 modulator -28, CHOP inhibitor 108* and PGE2 EP2 inh 97*.
Screening O=S1(=O)CCN2C(=N1)Sc1c2ccc2c1CCCC2 returned zfTRPN1 agonist -0.6, PPC-1+TRAIL kill 24, NPY1 pot ag -14, TRPML3 agonist 0.0, NPY-Y1 antag 3, 14-3-3 Bad inh -2, EP2 modulator 12, CHOP inhibitor 44 and PGE2 EP2 inh 7.
For CCCCC(CC)CNC(=O)c1[nH]c(C)c(C(C)=O)c1C (configuration not stated) the results were zfTRPN1 agonist 2.8, PPC-1+TRAIL kill -24, NPY1 pot ag 4, TRPML3 agonist 0.2, NPY-Y1 antag 0, 14-3-3 Bad inh 0, EP2 modulator -6, CHOP inhibitor 48 and PGE2 EP2 inh 7.
`CCOC(=O)C1=C(C)N(c2ccc(C)cc2)C(=O)/C1=C\c1ccc(O)c(OC)c1` gave zfTRPN1 agonist -1.2, PPC-1+TRAIL kill 2, NPY1 pot ag 14, TRPML3 agonist -1.2, 14-3-3 Bad inh 26, EP2 modulator 14, CHOP inhibitor -39 and PGE2 EP2 inh 25.
For COc1ccc(OC)c(NC(=O)CCNS(=O)(=O)c2ccc3c(c2)oc(=O)n3C)c1 the results were zfTRPN1 agonist 0.2, PPC-1+TRAIL kill 20, NPY1 pot ag 21, TRPML3 agonist 0.4, NPY-Y1 antag -1, 14-3-3 Bad inh 2, EP2 modulator -6, CHOP inhibitor -3 and PGE2 EP2 inh 9.
`Cc1onc(-c2c(Cl)cccc2Cl)c1C(=O)Nc1nc(C(C)(C)C)cs1` gave zfTRPN1 agonist -1.5, PPC-1+TRAIL kill -3, NPY1 pot ag -26, TRPML3 agonist 0.7, 14-3-3 Bad inh 0, EP2 modulator -19, CHOP inhibitor 15 and PGE2 EP2 inh 2.
Screening Cc1cc(C)n2c(SCCC(C)C)nnc2n1 returned zfTRPN1 agonist 0.4, PPC-1+TRAIL kill 5, NPY1 pot ag 1, TRPML3 agonist 0.1, NPY-Y1 antag -6, 14-3-3 Bad inh 2, EP2 modulator 20, CHOP inhibitor 29 and PGE2 EP2 inh -10.
Screening CSc1nc2ccc(S(=O)(=O)Nc3c(C)n(C)n(-c4ccccc4)c3=O)cc2s1 returned zfTRPN1 agonist 1.7, PPC-1+TRAIL kill 10, NPY1 pot ag -36, TRPML3 agonist 1.6, NPY-Y1 antag 19, 14-3-3 Bad inh -9[fluorescence artefact?], EP2 modulator -28, CHOP inhibitor -4 and PGE2 EP2 inh 21.
For N=c1c2c(n(Cc3ccc(Cl)c(Cl)c3)c3c1CCC3)CCCC2 the results were zfTRPN1 agonist -0.5, PPC-1+TRAIL kill 42, NPY1 pot ag 8, TRPML3 agonist 0.0, NPY-Y1 antag 5, 14-3-3 Bad inh -4[fluorescence artefact?], EP2 modulator -4, CHOP inhibitor 50 and PGE2 EP2 inh 5.
For COc1cc(/C=C/C(=O)NC(C)(C)C)ccc1OCc1ccccc1 the results were zfTRPN1 agonist 0.3, PPC-1+TRAIL kill 12, NPY1 pot ag -3, TRPML3 agonist -0.3, NPY-Y1 antag -1, 14-3-3 Bad inh -5, EP2 modulator -65, CHOP inhibitor -7 and PGE2 EP2 inh 3.
Screening Cc1cccc(NC(=S)N2CCN(c3cc(C)ccc3C)CC2)c1 returned zfTRPN1 agonist -0.7, PPC-1+TRAIL kill 20, NPY1 pot ag -19, TRPML3 agonist 0.3, NPY-Y1 antag 7, 14-3-3 Bad inh 5, EP2 modulator -42, CHOP inhibitor 18 and PGE2 EP2 inh 10.
Cc1ccc(N=Cc2ccc(N(C)C)cc2)cc1 was read as zfTRPN1 agonist 1.0, PPC-1+TRAIL kill 29, NPY1 pot ag 14, TRPML3 agonist 0.7, NPY-Y1 antag -5, 14-3-3 Bad inh -25, EP2 modulator 2, CHOP inhibitor -5 and PGE2 EP2 inh 9.
Screening Cc1cc2c(NC(=O)CCCC(=O)O)cccc2nn1 returned zfTRPN1 agonist 1.1, PPC-1+TRAIL kill 13, NPY1 pot ag -20, TRPML3 agonist 1.4, 14-3-3 Bad inh 0, EP2 modulator 11, CHOP inhibitor -13 and PGE2 EP2 inh 2.
Screening CCC(=O)Nc1cccc(NC(=O)CSc2nnc(-c3ccc(NS(C)(=O)=O)cc3)n2CC)c1 returned zfTRPN1 agonist -0.9, PPC-1+TRAIL kill -8, NPY1 pot ag -22, TRPML3 agonist 0.4, NPY-Y1 antag 7, 14-3-3 Bad inh 0, EP2 modulator 35, CHOP inhibitor -27 and PGE2 EP2 inh -1.
`Fc1cccc(CSc2ccc3nnc(-c4ccccn4)n3n2)c1` gave zfTRPN1 agonist -0.9, PPC-1+TRAIL kill 11, NPY1 pot ag -15, TRPML3 agonist -0.3, NPY-Y1 antag 7, 14-3-3 Bad inh -5, EP2 modulator -44, CHOP inhibitor -21 and PGE2 EP2 inh 6.
O=C(Nc1ccc(Br)cn1)c1ccc([N+](=O)[O-])o1 was read as zfTRPN1 agonist -0.1, PPC-1+TRAIL kill 17, NPY1 pot ag 10, TRPML3 agonist 0.8, NPY-Y1 antag -1, 14-3-3 Bad inh -8, EP2 modulator -73, CHOP inhibitor -30 and PGE2 EP2 inh 11.
COc1cc(C(=O)N2CCN(C(=O)Cc3ccccc3)CC2)cc(OC)c1OC was read as zfTRPN1 agonist -0.5, PPC-1+TRAIL kill 15, NPY1 pot ag 8, TRPML3 agonist -0.1, NPY-Y1 antag -1, 14-3-3 Bad inh 2, EP2 modulator -2, CHOP inhibitor 2 and PGE2 EP2 inh 10.
For CCCNc1nc(-c2ccccc2)c(C(=O)OCC)cc1C#N the results were zfTRPN1 agonist -0.8, PPC-1+TRAIL kill 14, NPY1 pot ag -42, TRPML3 agonist -1.1, NPY-Y1 antag 11, 14-3-3 Bad inh -18, EP2 modulator 37, CHOP inhibitor -1 and PGE2 EP2 inh 10.
For Cc1ccc(/C=C2/NC(=O)N(Cc3ccccc3)C2=O)o1 the results were zfTRPN1 agonist 1.1, PPC-1+TRAIL kill -26, NPY1 pot ag 6, TRPML3 agonist 1.3, NPY-Y1 antag -7, 14-3-3 Bad inh 8, EP2 modulator -30, CHOP inhibitor -50 and PGE2 EP2 inh 5.
Screening NS(=O)(=O)c1ccc(CCNC2CC(=O)N(CCc3ccccc3)C2=O)cc1 (configuration not stated) returned zfTRPN1 agonist 1.3, PPC-1+TRAIL kill 6, NPY1 pot ag 3, TRPML3 agonist -0.1, NPY-Y1 antag 8, 14-3-3 Bad inh -3, EP2 modulator 11, CHOP inhibitor 12 and PGE2 EP2 inh 18.
O=C(CS(=O)(=O)c1ccccc1)N1CCc2ccccc21 was read as zfTRPN1 agonist -1.2, PPC-1+TRAIL kill -4, NPY1 pot ag 28, TRPML3 agonist 0.5, NPY-Y1 antag 1, 14-3-3 Bad inh -9, EP2 modulator 14, CHOP inhibitor -1 and PGE2 EP2 inh 6.
For CC(C)CC1=C/C(=C/c2ccc(-c3ccccc3)o2)C(=O)O1 the results were zfTRPN1 agonist 1.4, PPC-1+TRAIL kill 2, NPY1 pot ag -11, TRPML3 agonist 1.3, NPY-Y1 antag 2, 14-3-3 Bad inh -21, EP2 modulator 29, CHOP inhibitor -1 and PGE2 EP2 inh 4.

Some of the compounds tested; the hit share may differ from the screen's.
